# Bioassay records from PubChem BioAssay.
# NPR1 activator: GC-A stimulated cGMP production enhancers – HEK293 GC-A cells, cGMP TR-FRET, EC30 ANP, primary screen; Atrial natriuretic peptide receptor 1 (Homo sapiens), P16066; 0% at EC30 ANP, 100% saturating ANP; activation, % at 10 µM; 370,000 tested, 0.14% active; AID 1671463, 2021; in the data active = activation above about 40%
# DDE Tn6 FP inh: inhibitors of Tn6 peptide binding to fibrin DD(E), primary screen, biochemical, fluorescence polarization, human fibrin, Tn6 probe. Fibrinogen beta chain (Homo sapiens), P02675. Fibrin DD(E) TRITC-Tn6 fluorescence polarization displacement. inhibition, % at 8.3 µM. 370,000 tested, 0.21% active;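 active = inhibition above a per-campaign cutoff: mean of compounds within control limits plus 3 SD, cut at about 15% in these data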;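 also: 0% = median of all compound wells on the plate and 100% = blocking peptide control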
# sPLA2-III inh: human group III sPLA2 inhibitors, primary screen, biochemical, QFRET, BODIPY PC-A2 liposome substrate; QFRET BODIPY PC-A2 liposome hydrolysis, fluorescence; inhibition, % at 12.2 µM; 370,000 tested, 0.56% active; AID 743126, 2013;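 active = inhibition above mean plus 3 SD of compounds lying within the high and low control bounds, cut at about 19% in these data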;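 also: 0% = median of test compound wells and 100% = no enzyme DMSO wells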
# Target sequence (Q9NZ20 whole entry, looked up): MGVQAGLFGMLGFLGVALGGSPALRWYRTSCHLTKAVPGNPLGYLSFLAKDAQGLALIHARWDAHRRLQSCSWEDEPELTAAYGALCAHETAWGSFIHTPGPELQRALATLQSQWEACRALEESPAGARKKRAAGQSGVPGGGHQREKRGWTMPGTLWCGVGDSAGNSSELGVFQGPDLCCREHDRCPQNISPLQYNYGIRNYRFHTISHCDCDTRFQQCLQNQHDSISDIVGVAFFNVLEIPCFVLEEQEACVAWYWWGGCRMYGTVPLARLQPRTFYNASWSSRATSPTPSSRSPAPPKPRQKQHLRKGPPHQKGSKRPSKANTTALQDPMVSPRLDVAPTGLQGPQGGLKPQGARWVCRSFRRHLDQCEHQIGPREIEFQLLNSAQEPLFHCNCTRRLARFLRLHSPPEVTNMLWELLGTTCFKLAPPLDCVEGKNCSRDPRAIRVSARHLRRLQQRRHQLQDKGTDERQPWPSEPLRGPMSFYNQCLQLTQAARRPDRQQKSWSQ
# ADAM10 inh: human ADAM10 inhibitors, primary screen, biochemical, QFRET, HTS. 370,000 tested, 0.62% active. recombinant ADAM10, EDANS/DABCYL FRET peptide cleavage, 3 h. AID 720582, 2013. inhibition, % at 7 µM;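 active = inhibition above a per-campaign cutoff equal to the mean of compounds falling between control-based bounds plus 3 SD, cut at about 20% in these data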;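 also: 0% = DMSO wells while the 100% control is not disclosed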
# NPR2 activator: human GC-B receptor activators, primary screen, HEK293 GC-B cells, cGMP TR-FRET, EC30 CNP; activation, % at 10 µM; AID 1920062, 2024; 370,000 tested, 0.11% active; 0% at EC30 CNP, 100% saturating CNP; Atrial natriuretic peptide receptor 2 (Homo sapiens), P20594;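 active = activation at 10 µM reaching about 35% in either raw or pattern-adjusted values, limit read from the data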
# FXN GAA850 act: FXN promoter activators, primary screen, cell-based, luciferase luminescence, HEK293 lucGAA850 | HEK293 lucGAA850 FXN promoter luciferase reporter, 24 h; percent of 10 µM SAHA response | activation, % at 6 µM | 360,000 tested, 0.56% active;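 active = activation above the average of all compounds screened plus 3 SD, cutoff fixed separately per campaign, cut at about 7.5% in these data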;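 also: 0% = DMSO wells and 100% = 10 µM SAHA wells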
# proKLK7 act: proKLK7 zymogen activators, primary screen, biochemical, fluorescence intensity; 370,000 tested, 0.9% active; activation, % at 7 µM; Kallikrein-7 (Homo sapiens), P49862; purified proKLK7, EDANS-DABCYL substrate fluorescence; 100% is mature enzyme control, 0% vehicle;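 active = activation above the mean of all tested compounds plus 3 SD, computed per campaign excluding outliers beyond control limits, cut at about 13% in these data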
# ARFGAP1 inhibitor: inhibitors of rat ARFGAP1 GAP activity, primary screen, biochemical, fluorescence polarization, GDP tracer | ADP-ribosylation factor GTPase-activating protein 1 (Rattus norvegicus), Q62848 | Arfgap1-stimulated ARF1 GTP hydrolysis, GDP FP detection | inhibition, % at 16.5 µM | 360,000 tested, 0.26% active | AID 651572, 2012;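 active = inhibition above a per-plate limit, mean inhibition of low control wells plus 3 SD, cut at about 25% in these data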;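 also: 0% = DMSO wells with enzyme and 100% = wells lacking Arfgap1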
# Target sequence (Q62848 1-136 limits assumed): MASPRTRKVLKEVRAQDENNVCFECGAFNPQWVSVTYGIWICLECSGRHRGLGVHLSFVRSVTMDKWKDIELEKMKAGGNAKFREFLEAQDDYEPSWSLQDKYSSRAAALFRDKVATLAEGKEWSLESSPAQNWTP
#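 System: truncated rat Arfgap1 GAP domain / Benchmarks: high control wells lacking Arfgap1, low control full reaction with DMSO / Times: compound-enzyme preincubation 20 min, reaction 120 min, detection 60 min, 25 °C / Repeats: one replicate per compound / Also added: human ARF1(Δ1-17)-GTP substrate / Measured by: Tracer-displacement fluorescence polarization with EDTA stop, 620/688 nm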
# ASAP1 inh: inhibitors of human ASAP1 ArfGAP activity, primary screen, biochemical, fluorescence polarization. ASAP1-stimulated ARF1 GTP hydrolysis, GDP FP detection. inhibition, % at 16.5 µM. 360,000 tested, 0.19% active; in the data active = inhibition above about 25%;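 also: 0% = vehicle with enzyme and substrate and 100% = no enzyme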
# Target sequence (Q9ULH1 325-724 limits assumed): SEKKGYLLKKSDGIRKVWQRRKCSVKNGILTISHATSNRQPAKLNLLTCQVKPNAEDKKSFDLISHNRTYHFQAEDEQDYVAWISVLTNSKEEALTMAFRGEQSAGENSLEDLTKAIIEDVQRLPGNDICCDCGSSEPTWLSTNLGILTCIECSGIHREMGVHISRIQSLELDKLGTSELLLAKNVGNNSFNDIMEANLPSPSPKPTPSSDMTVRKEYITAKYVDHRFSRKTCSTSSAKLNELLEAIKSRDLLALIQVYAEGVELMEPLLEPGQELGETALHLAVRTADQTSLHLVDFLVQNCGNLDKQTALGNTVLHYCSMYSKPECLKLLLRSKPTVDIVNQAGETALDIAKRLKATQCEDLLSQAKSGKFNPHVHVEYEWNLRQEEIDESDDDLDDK
# rCAG RNA binder: binders of r(CAG) RNA repeats, primary screen, biochemical, fluorescence. r(CAG) RNA repeat, TO-PRO-1 dye displacement fluorescence. inhibition, % at 3 µM. 370,000 tested, 1.3% active;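 active = inhibition above the plate cutoff, the mean of all test compounds on that plate plus 3 SD, cut at about 35% in these data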;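 also: 0% = DMSO alone and 100% = 100 µM mitoxantrone as full dye displacement; higher means more dye released from RNA so lower well fluorescence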
# The depositor's hits bear a star; · = no result given.
SMILES	NPR1 activator	DDE Tn6 FP inh	sPLA2-III inh	ADAM10 inh	NPR2 activator	FXN GAA850 act	proKLK7 act	ARFGAP1 inhibitor	ASAP1 inh	rCAG RNA binder
O=C1N/C(=N\c2ccccn2)SC1Cc1ccc(Cl)cc1 (stereo not given)	-9	2	-14	0	-5	2.2	-0.7	6	1	0
CSc1sc(C(=O)NC(=O)NCc2ccncc2)c(C)c1-c1ccon1	-1	-2	-2	-15	0	-1.0	-0.5	-2	3	-5
O=C(N/N=C/c1c[nH]c2ccccc12)c1cccc(O)c1	-5	-5	-11	-4	-3	-0.5	0.7	-8	-5	3
CN(Cc1ccc(Cl)cc1)C(C(=O)NC1CCCCC1)c1cc2ccccc2o1 (stereo not given)	-3	-7	8	-12	-2	·	0.8	-3	5	4
NN/C(=C\[N+](=O)[O-])Nc1ccccc1	-1	-4	-10	-1	-3	3.8	0.5	3	11	15
COC(=O)C(=Cc1ccc(-c2ccsc2C(=O)OC)o1)C(=O)OC	8	0	10	2	0	0.1	0.0	3	4	-3
CCN(CC(=O)NCc1ccc(F)cc1)C(=O)COc1ccc(C)c(C)c1	2	-1	-1	0	-3	-0.7	-0.5	5	-6	-4
COc1nnc(-c2ccc(C)c(S(=O)(=O)NC(C)(C)CO)c2)c2ccccc12	6	10	3	2	7	0.1	0.0	13	0	-6
CN(C)c1nc(SCC(=O)Nc2ccccc2)nc(N2CCOCC2)n1	-8	4	-2	8	-4	3.5	0.1	-8	8	-3
Cc1ccc(C(=O)OCC(=O)Nc2ccccc2)cc1NC(=O)c1ccco1	3	-3	-5	-1	-3	2.5	0.2	-6	-5	3
O=C(NCc1ccccc1Br)C1CCCO1 (stereo not given)	2	7	1	-9	5	1.1	0.8	12	-10	0
COc1cc2sc(C)nc2c2sccc12	6	11	-2	-2	4	1.7	-0.3	-11	5	1
C[C@@H]1CN([C@H](C)CO)C(=O)c2ccccc2-c2ccccc2CO[C@@H]1CN(C)C(=O)Nc1ccccc1	2	-2	6	-15	3	·	0.8	-4	-3	1
COC(=O)CN1C(=O)N(c2ccccc2)C(N(O)C(=O)Nc2ccccc2)C1(C)C (stereo not given)	8	3	0	-4	-4	0.1	0.5	14	18	-4
CCOC(=O)c1ccccc1NC(=O)c1cn(-c2ccc(OC)cc2)c(=O)c2ccccc12	2	-4	16	-7	2	1.9	-0.7	9	-1	1
Cc1c(C(=O)O)sc(S(=O)(=O)N2CCN(C(=O)Cc3ccc(F)cc3)CC2)c1C(=O)O	0	5	4	-10	0	3.2	0.2	-4	0	4
COc1ccccc1NC(=O)CSc1nncn1N	3	6	6	1	2	2.1	-0.1	-7	-8	-1
Nc1ncnc2c1ncn2[C@@H]1O[C@H](C(=O)NS(=O)(=O)c2cccs2)[C@@H](O)[C@H]1O	4	10	-3	1	-3	·	-0.6	4	9	3
COc1ccc(C(=O)Nc2nc(-c3cccs3)c(NC(C)=O)s2)cc1	5	-8	3	-11	-2	-0.1	9.1	10	-16	5
CCOC(=O)C1(Cc2ccc(OC)cc2)CCN(C(=O)c2cccc3nccnc23)CC1	4	9	10	-3	10	0.8	0.5	12	-10	-6
CCOC(=O)C1(Cc2ccccc2C)CCCN(C(=O)c2ccc(OC)o2)C1 (stereo not given)	-2	5	-8	2	-4	0.2	0.3	-10	6	-8
Nc1[nH]c(C(=O)c2ccccc2)c(-c2cccc3ccccc23)c1C(=O)c1ccc(Br)cc1	-4	5	-6	1	-1	·	0.6	-5	-4	8
O=C(OC(c1ccccc1)c1nccc2ccccc12)c1cc([N+](=O)[O-])cc([N+](=O)[O-])c1 (stereo not given)	-9	1	15	5	-8	0.7	-0.1	14	-1	6
O=C(CN1CCc2ccccc2C1)Nc1ccc(OC(F)(F)F)cc1	4	-4	-8	9	1	2.2	-0.4	10	-11	-8
O=C(CCNc1cc(Cl)cc(Cl)c1)c1ccco1	3	-7	-8	10	0	1.7	0.2	-6	11	-1
O=C(Cc1ccccc1F)Nc1ccc(S(=O)(=O)N2CCCC2)cc1	-1	4	1	-6	-2	0.0	-0.4	14	-5	1
Nc1ccccc1SCc1cc([N+](=O)[O-])cc2c1OCOC2	2	-2	3	12	-5	4.4	-0.5	-2	0	3
Nc1nnc(SCC(=O)NC2CCCCCC2)s1	1	-4	2	-2	-2	-0.3	-0.5	12	-24	-1
CC1CCCC(C)N1C(=O)COC(=O)CNC(=O)c1ccccc1F (stereo not given)	1	-10	9	-17	-5	1.2	0.1	10	3	-1
Cc1sc2nc[nH]c(=O)c2c1-c1ccc(F)cc1	3	3	0	2	6	0.7	0.5	2	10	-1

# The listing continues:
SMILES	NPR1 activator	DDE Tn6 FP inh	sPLA2-III inh	ADAM10 inh	NPR2 activator	FXN GAA850 act	proKLK7 act	ARFGAP1 inhibitor	ASAP1 inh	rCAG RNA binder
O=C(N/N=C/c1cc(Br)ccc1O)c1ccccc1Cl	-2	-2	-14	-27	-4	-4.8	-5.5	11	18	5
Cc1[nH]n(-c2ccccc2)c(=O)c1C=NCC1CCCO1 (stereo not given)	1	1	4	3	1	1.2	-0.1	3	-6	-3
COc1ccc(C2CC(=O)c3cc(OC)c(OC)cc32)cc1OC (stereo not given)	1	0	6	-12	6	1.8	-0.1	1	4	-3
COc1ccc(S(=O)(=O)N2CCCCCC2)cc1C(=O)OCC(=O)NC(C)(C)C	0	2	-2	5	1	-0.8	0.6	0	-1	-11
CCOc1cc(OCC)cc(C(=O)O)c1	-1	-4	3	-7	0	-0.4	0.2	3	15	-3
CCOC(=O)c1c(C)nc(C)c(C(=O)OCC)c1-c1cccnc1	8	-7	15	5	5	0.8	-0.4	-5	1	-6
COC(=O)c1ccccc1NC(=O)CSc1n[nH]c(-c2cccnc2)n1	3	-1	-1	2	4	2.3	-1.0	4	-5	1
O=C(c1cc(-c2ccc(Cl)cc2)n(-c2ccc(Cl)c(Cl)c2)n1)N1CCOCC1	-21	-3	-4	-3	-17	-2.1	1.2	-13	-7	-1
Cc1c(Cl)cccc1NC(=S)N(Cc1ccccc1)Cc1cccnc1	-9	3	-9	7	-6	-0.2	0.9	1	3	-1
O=C(Nc1cc(S(=O)(=O)N2CCOCC2)ccc1Cl)c1cc2ccccc2o1	14	-2	3	-11	18	0.6	0.2	6	5	3
O=Cc1c(NCc2ccco2)nc2ccccn2c1=O	0	6	0	-22	-2	1.9	1.0	-7	-8	-2
O=C(CCCOc1ccc(Cl)cc1Cl)NNC(=O)C1CCC1	12	5	-2	2	-1	-2.4	-0.6	-5	3	-2
COc1cc(C(=O)Nc2ccc(S(=O)(=O)Nc3cc(C)on3)cc2)cc(OC)c1OC	-5	-7	-8	-1	-7	-0.7	0.0	-14	2	10
Cc1cccc2c(N=O)c(O)[nH]c12	-1	3	-22	5	-2	3.1	-0.1	3	14	6
Cc1ccc(S(=O)(=O)Nc2ccc(S(=O)(=O)N3CCOCC3)cc2)cc1	2	-2	-11	1	2	-0.8	0.1	4	3	6
Cc1ccc(-c2nnc(SCC(=O)Nc3ccc(N4CCOCC4)cc3)o2)cc1	1	-6	3	-1	-5	-0.8	-0.1	-6	-7	-2
O=C(CCN1CCN(C(c2ccccc2)c2ccccc2)CC1)N/N=C/c1ccc(O)cc1O	-15	-7	-53	-28	-13	-5.1	-3.1	11	-7	5
O=C(CCCC(=O)N(CC(=O)NC1CCCC1)c1cccc(F)c1)Nc1ccccn1	-2	-9	4	-4	-1	0.8	0.0	2	15	-6
Cc1[nH]c2ccccc2c1Cc1n[nH]c(=S)o1	-1	-2	11	-7	-8	-1.7	-0.3	0	-7	3
Cc1cc(N2CCN(C)CC2)ccc1NC(=O)c1cccc(S(=O)(=O)N2CCc3ccccc3C2)c1	4	-4	-16	4	5	0.6	-0.6	20	7	3
O=C(N1CCN(CCO)CC1)N1c2ccccc2CCc2ccccc21	-11	-7	-1	-5	-9	-1.3	1.3	6	-4	-7
O=C(Cc1ccc(Cl)cc1)Nc1cccc(S(=O)(=O)N2CCCCC2)c1	1	8	-25	-4	2	-1.9	0.3	16	-9	7
O=C(CSc1ccccn1)Nc1ccccc1F	-1	4	0	0	7	3.6	-0.7	8	-4	0
CC(=O)N(C)C[C@H]1Oc2ncc(Br)cc2C(=O)N([C@H](C)CO)C[C@@H]1C	4	0	5	-4	1	-0.8	0.2	-4	21	1
COCCCNC(=O)CNC(=O)c1cn(-c2ccccc2OC)c(=O)c2ccccc12	2	8	0	1	1	-0.6	-0.2	8	-10	0
C=CCn1c(SCc2cc(=O)n3cc(C)ccc3n2)nnc1-c1ccc(F)cc1	-2	3	3	-41	-2	-0.9	0.2	13	-11	-8
Cn1cnc2ccc([N+](=O)[O-])cc2c1=O	3	-3	-1	3	1	0.7	0.3	-4	6	-3
Cc1cccc(N2CC(C(=O)Nc3ccc(S(=O)(=O)Nc4nccs4)cc3)CC2=O)c1C (stereo not given)	-3	0	-33	5	1	-1.7	-0.1	-3	2	30
O=C(NCCCn1ccnc1)/C(=C\c1ccc(Br)cc1)NC(=O)c1ccccc1	2	0	-12	1	-2	-2.1	0.3	-2	-5	-4
O=C(NCC1CC1)C1(C(F)(F)F)C/C(=C\Cc2ccccc2)CCCO1 (stereo not given)	-1	0	2	-5	5	1.8	-0.1	-1	-1	-7

# Gathered by group: the entries above containing a COOH group (two)
SMILES	NPR1 activator	DDE Tn6 FP inh	sPLA2-III inh	ADAM10 inh	NPR2 activator	FXN GAA850 act	proKLK7 act	ARFGAP1 inhibitor	ASAP1 inh	rCAG RNA binder
Cc1c(C(=O)O)sc(S(=O)(=O)N2CCN(C(=O)Cc3ccc(F)cc3)CC2)c1C(=O)O	0	5	4	-10	0	3.2	0.2	-4	0	4
CCOc1cc(OCC)cc(C(=O)O)c1	-1	-4	3	-7	0	-0.4	0.2	3	15	-3

# Going on with the list.
SMILES	NPR1 activator	DDE Tn6 FP inh	sPLA2-III inh	ADAM10 inh	NPR2 activator	FXN GAA850 act	proKLK7 act	ARFGAP1 inhibitor	ASAP1 inh	rCAG RNA binder
COc1ccc(S(=O)(=O)N(C)CC(=O)Nc2ccc(F)cc2)cc1	·	7	1	4	·	0.6	0.5	-4	0	3
COc1ccccc1C=NNc1ccc([N+](=O)[O-])cn1	-1	2	5	-1	-2	-0.4	0.2	3	5	2
CCNC(=S)NNC(=O)CCc1nc2cc(Cl)ccc2n(Cc2ccccc2)c1=O	2	-8	0	-81	-1	1.9	0.3	8	-7	6
Cc1ccc(S(=O)(=O)N/N=C\c2ccc3c(c2)OCO3)cc1C	-1	-3	-2	1	7	0.1	1.1	6	-7	2
